Screening results from PubChem.
E coli growth: E. coli V3065 growth inhibition, primary screen, counter-screen for AddAB inhibitor project, absorbance, OD600 | 18 h | inhibition, % at 11.9 µM | 330,000 compounds, 0.27% hits;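 active means inhibition above the campaign's mean inhibition across all tested compounds plus 3 SD, cut at about 9.9% in these data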;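 further: uninfected addAB+ strain grown without phage in ampicillin broth; 0% = DMSO wells and 100% = ciprofloxacin 0.95 µg/ml wells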
MOR-DOR inv ag: inverse agonists of MOR-DOR heterodimerization, primary screen, cell-based, luminescence | Mu-type opioid receptor (Homo sapiens) + Delta-type opioid receptor (Homo sapiens), … | cell-based MOR-DOR heterodimer luminescence, inverse agonism | inhibition, % at 9.3 µM | 340,000 compounds, 0.21% hits | AID 504357, 2011; in the data active means inhibition above about 22%, passing the limit was not always enough;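 further: 0% = cells with DMSO and 100% = wells without cells with DMSO; values of inactives mirror those of a sister screen read the other way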
Tat transport: E. coli Tat export inhibitors, primary screen, MC4100, TorA-mCherry reporter, fluorescence, single point; inhibition, % at 10 µM; 340,000 compounds, 0.036% hits; AID 488895, 2010;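 active means mean replicate inhibition at least 50% and at least half of replicates individually reaching 50%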;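 further: exported cargo escapes ClpAP degradation while cytoplasmic cargo is degraded and loses fluorescence; 0% = median of neutral control wells and 100% = median of NaSCN control wells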
PfHsp90 set2: growth inhibition of PfHsp90-expressing yeast, primary screen, antimalarial PfHsp90 inhibitor project, S. cerevisiae, BacTiter-Glo luminescence, single point, set 2; 310,000 compounds, 0.32% hits; inhibition, % at 9.4 µM; BacTiter-Glo ATP, 48 h; yeast lacking PDR1 and PDR3 efflux regulators;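 active means every replicate shows inhibition above about 80%, whatever the replicate mean, limit read from the data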;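 further: 0% = DMSO neutral controls and 100% = 20 µM radicicol positive controls; yeast relying on Plasmodium falciparum Hsp90 in place of its own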
SUMO Mot1 rescue: yeast Mot1-301 growth rescue at high temperature, primary screen, SUMOylation pathway inhibitor project, S. cerevisiae, ATP luminescence, 38.5C; growth rescue, % at 18.8 µM; S. cerevisiae Mot1-301 growth rescue; percent above DMSO median, 100 means doubled; 320,000 compounds, 1% hits;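 active means every valid replicate shows activation above 250% relative to neutral control wells; inactive means the rest, any valid replicate at or below 250%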;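 further: OY570 slx delta 5 strain wells were the positive control but not used for scaling; some compounds called inactive have numbers as strong as hits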
AddAB inh: growth inhibition of E. coli expressing H. pylori AddAB, primary screen, AddAB inhibitor project, absorbance | AID 435030, 2010 | 330,000 compounds, 0.29% hits | inhibition, % at 11.9 µM; in the data active means inhibition above about 12%;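 further: 0% = vehicle wells of infected cells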
Arr AP2 block: inhibitors of beta-arrestin/AP2 binding, primary screen, biochemical, GPCR trafficking, flow cytometry. AID 504490, 2011. inhibition, % at 10 µM. beta-arrestin 1 C-terminal peptide binding to AP2 beta2-adaptin appendage (human). 340,000 compounds, 0.31% hits. FITC-arrestin peptide / GST-AP2 beads; AP2 beta2 appendage carries R879A mutation;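 active means inhibition above a set limit, near 3 SD of compounds lacking own fluorescence, cut at about 54% in these data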;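 further: plate controls were DMSO wells for no effect and 5 µM unlabelled arrestin peptide for full effect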
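System: GST-AP2 R879A glutathione beads; medium: PBS, Tween 20 0.05%, BSA 0.1%; reagent: fluorescein-tagged arrestin peptide at 50 nM final; schedule: pre-incubation 12 min, peptide binding 1 h, room temperature; detection: flow cytometry, FL1 (488/535 nm); read-out: inhibition as reduced fluorescein signal on beads, percent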
PKA-R1A activ: activators of PKA-R1A holoenzyme, primary screen, biochemical, fluorescence polarization, Cy5-IP20, bovine R1A, mouse PKAc | cAMP-dependent protein kinase type I-alpha regulatory subunit (Bos taurus) + … | 340,000 compounds, 0.083% hits | activation, % at 11.4 µM | PKA-R1A dissociation; scaled: DMSO 0%, 113 µM cGMP 100% | AID 504707, 2011;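 active means percent activation above the mean of all tested compounds plus 3 SD, cut at about 19% in these data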;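 further: higher means more PKAc released from R1A so a rise in polarization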
phage Ecoli inh: growth loss of phage-infected E. coli, primary screen, RecBCD inhibitor project, absorbance, with phage, HTS | inhibition, % at 11.9 µM | 360,000 compounds, 0.26% hits | AID 651602, 2012; in the data active means inhibition above about 11%
MOR-DOR ag: agonists of OPRM1-OPRD1 heterodimerization, primary screen, cell-based, luminescence; Mu-type opioid receptor (Homo sapiens) + Delta-type opioid receptor (Homo sapiens), …; cells; activation, % at 9.3 µM; 340,000 compounds, 0.3% hits; in the data active means activation above about 18%;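 further: 0% = vehicle-treated cells and 100% = reference agonist; values of inactives mirror those of a sister screen read the other way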
Pemphigus Ab inh: inhibitors of pemphigus antibody binding to DSG3, primary screen, biochemical, bead-based, flow cytometry, scFv-GFP | Desmoglein-3 (Homo sapiens), P32926 | DSG3-coupled beads, scFv-anti-DSG3-GFP binding; stronger effect = lower value | binding (percent of control), % at 10 µM | 310,000 compounds, 0.48% hits | AID 588358, 2011;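 active means binding more than 3 SD below its plate's average and above zero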; further: some compounds called inactive have numbers as strong as hits
Target sequence (P32926 whole entry, looked up): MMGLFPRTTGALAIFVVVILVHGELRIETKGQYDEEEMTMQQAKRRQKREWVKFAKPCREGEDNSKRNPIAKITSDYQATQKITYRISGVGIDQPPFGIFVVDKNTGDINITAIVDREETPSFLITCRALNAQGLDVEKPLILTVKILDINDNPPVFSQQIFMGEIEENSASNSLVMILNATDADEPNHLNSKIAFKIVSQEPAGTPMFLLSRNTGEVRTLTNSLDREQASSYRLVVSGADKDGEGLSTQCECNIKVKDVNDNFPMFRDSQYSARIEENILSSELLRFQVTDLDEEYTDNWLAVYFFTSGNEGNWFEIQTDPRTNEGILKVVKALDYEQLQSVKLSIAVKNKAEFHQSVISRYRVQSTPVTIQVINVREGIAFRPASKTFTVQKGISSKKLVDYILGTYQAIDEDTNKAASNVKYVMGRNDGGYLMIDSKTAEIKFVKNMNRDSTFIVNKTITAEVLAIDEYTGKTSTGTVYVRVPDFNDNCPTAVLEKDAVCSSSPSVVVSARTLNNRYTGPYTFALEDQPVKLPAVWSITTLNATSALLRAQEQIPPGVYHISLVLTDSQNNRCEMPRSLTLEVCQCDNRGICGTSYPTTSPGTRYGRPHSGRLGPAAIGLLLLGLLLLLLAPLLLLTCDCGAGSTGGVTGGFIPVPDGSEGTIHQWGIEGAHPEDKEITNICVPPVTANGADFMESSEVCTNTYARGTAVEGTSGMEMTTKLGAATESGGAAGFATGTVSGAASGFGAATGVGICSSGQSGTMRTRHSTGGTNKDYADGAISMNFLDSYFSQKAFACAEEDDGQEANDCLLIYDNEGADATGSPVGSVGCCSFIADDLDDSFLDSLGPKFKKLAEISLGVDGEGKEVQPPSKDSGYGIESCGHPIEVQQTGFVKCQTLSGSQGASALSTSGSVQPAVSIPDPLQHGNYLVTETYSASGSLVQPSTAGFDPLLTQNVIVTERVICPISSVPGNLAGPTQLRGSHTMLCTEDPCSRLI
Starred values were filed as active, the others as inactive; x = not tested or not shown. An unsorted share of the library (roughly 2.8% active in at least one column).

Molecule | Tat transport | SUMO Mot1 rescue | Pemphigus Ab inh | phage Ecoli inh | AddAB inh | PKA-R1A activ | PfHsp90 set2 | Arr AP2 block | MOR-DOR inv ag | MOR-DOR ag | E coli growth
c1ccc(C[C@H]2CNCCN2CCCCC2CCCCC2)cc1 | -1.0 | -34.2 | 106.5 | 0.2 | 2.9 | -7.0 | 1.9 | 23.8 | -14.0 | 2.4 | 2.0
O=C(Cn1cccc1)N1CCc2ccccc21 | -4.1 | 6.3 | 91.0 | 1.1 | 2.5 | -11.2 | -9.8 | 19.9 | -3.9 | 0.7 | 0.5
Cc1cc(C)c(S(C)(=O)=O)c(N(C)NC(=O)c2c(F)cccc2F)n1 | -3.5 | -8.0 | 97.4 | 2.6 | 2.6 | 3.3 | -26.2 | -10.8 | 9.4 | -1.9 | 0.0
O=C(CNC(=O)c1ccco1)Nc1ccc(Br)cc1 | 1.7 | -5.3 | 98.8 | 1.0 | -1.2 | 6.8 | -8.5 | 5.1 | 0.8 | -0.2 | 0.8
O=C(COC(=O)CNC(=O)c1ccc(Cl)c([N+](=O)[O-])c1)NNC(=O)c1cccs1 | 8.7 | x | 107.0 | 0.6 | 2.1 | -0.2 | x | 46.5 | 14.7 | -2.8 | -1.6
COc1cc(/C=N/OCC(=O)NC2CCCCC2C)ccc1OCc1ccc(Cl)cc1 (centres undefined) | 7.1 | -15.4 | 104.8 | 4.0 | 2.8 | -4.0 | x | -12.0 | -49.7 | 9.4 | -0.1
CCC1(C)Cc2c(sc3[nH]c(=O)[nH]c(=O)c23)CS1 (centres undefined) | -2.7 | 70.9 | x | 2.1 | 1.8 | -3.9 | 22.9 | 1.5 | 13.3 | -3.2 | 1.1
CCOC(=O)C1CCN(c2c(N3CCCC(C(=O)OCC)C3)c(=O)c2=O)CC1 (centres undefined) | 2.5 | 0.6 | 100.9 | 2.5 | 2.5 | -3.6 | -9.3 | 13.4 | 8.3 | -1.5 | -0.2
Cc1cc(C)cc(-n2c(O)c(C=NC3CCS(=O)(=O)C3)c3ccccc3c2=O)c1 (centres undefined) | -1.9 | -6.2 | 106.7 | 0.9 | -1.7 | -0.3 | -7.8 | 5.3 | -23.6 | 4.2 | -2.6
Nc1c(N(CCO)C(=O)C2CCCCC2)c(=O)[nH]c(=O)n1Cc1ccccc1 | -0.3 | 6.0 | 103.8 | 0.6 | -1.5 | -10.6 | -30.5 | 3.1 | 8.0 | -1.6 | -1.0
Cc1cc2c(c(=O)o1)C(CC(C)C)C(C#N)=C(N)O2 (centres undefined) | -5.5 | 3.6 | 103.2 | 1.7 | 1.2 | -5.0 | x | -7.7 | 8.9 | -1.9 | -2.4
CC(CCc1ccccc1)NCC#N (centres undefined) | -3.3 | -8.2 | 98.0 | 0.6 | 0.1 | -4.3 | -3.9 | -2.5 | -3.0 | 0.6 | 2.0
CC[C@H](C)[C@H](NC(=O)OCc1ccccc1)C(=O)OCC(=O)N1CCN(c2ccc(OC)cc2)CC1 | 11.2 | x | 103.1 | -0.3 | x | -0.2 | -9.3 | -17.8 | -0.2 | 0.1 | x
O=C1c2ccccc2C(=O)N1Cc1nc2ccccc2c(=O)n1CCCN1CCOCC1 | -3.3 | -14.0 | 103.3 | 2.5 | 2.2 | -8.0 | -12.2 | -8.4 | 24.9 | -5.7 | -0.8
CS(=O)(=O)N(CC(=O)Nc1ccc2c(c1)OCCO2)Cc1ccccc1 | -4.3 | -5.1 | 102.6 | 1.3 | 0.8 | -3.2 | -6.1 | -21.8 | 16.7 | -3.1 | 2.4
c1ccc(N2CCN(c3nc(-c4ccccn4)nc4ccccc34)CC2)cc1 | 6.2 | -15.7 | 83.4 | -0.9 | -0.1 | -5.2 | -14.8 | -3.4 | 4.0 | -0.8 | 3.9
Cc1cc(C)cc(-n2ncc3c2CCCC3NC(=O)c2csnn2)c1 (centres undefined) | 3.0 | -15.3 | 99.0 | 2.7 | 0.4 | -9.5 | -4.3 | 5.5 | 7.7 | -1.1 | 1.7
CC1=NN(Cc2ccccc2)C(=O)C1C(c1ccncc1)C(C#N)C#N (centres undefined) | -13.7 | -22.6 | 99.7 | 1.0 | -0.3 | -0.5 | -5.1 | 45.7 | 7.2 | -1.4 | -1.1
CCNC(=O)N1CCCC(C(=O)c2ccc(-c3ccccc3)cc2)C1 (centres undefined) | -3.4 | -14.9 | 113.5 | -0.2 | x | -12.0 | -1.7 | -3.6 | 0.6 | -0.1 | x
Cc1cccc2c1cnn2C(=O)CCC(=O)N1CCC(C)CC1 | -2.9 | 8.5 | 96.4 | 2.5 | 0.7 | -8.3 | -14.0 | -2.9 | -1.1 | 0.2 | 2.5
O=C1CC(c2nc3ccccc3[nH]2)CN1c1cccc(C(F)(F)F)c1 (centres undefined) | 6.5 | -10.1 | 99.8 | 27.5* | -0.4 | -2.4 | -10.1 | -4.0 | 8.3 | -1.6 | 0.4
O=C(NNC(=O)c1ccc(-n2cncn2)c([N+](=O)[O-])c1)c1cccc(Cl)c1 | 0.6 | -2.3 | 92.9 | -2.7 | 4.6 | -12.9 | x | 2.1 | 5.5 | -0.8 | 2.7
CC(=O)Cn1cnc2sc(-c3ccccc3)cc2c1=O | -3.0 | -1.0 | 94.9 | 2.6 | 0.9 | -5.6 | -31.9 | -4.4 | 18.4 | -3.1 | -0.3
Cc1ccc(S(=O)(=O)N(CC(=O)Nc2ccccc2)C(=O)N2CCN(C)CC2)cc1 | -0.2 | -18.5 | 103.8 | 1.2 | 0.5 | -14.1 | -8.3 | 4.6 | -6.1 | 0.9 | 3.9
Cc1cc2c3c([nH]c2cc1S(=O)(=O)NCc1ccc(CN2CCCCCC2)o1)CC(C)(C)CC3=O | -2.8 | 3.8 | x | 0.2 | 3.2 | -1.5 | 4.2 | -10.6 | 6.3 | -1.2 | -3.6
COc1ccc(NC(=O)c2ccc(S(=O)(=O)N3CCOCC3)o2)cc1 | 9.8 | -7.4 | x | -0.7 | 1.4 | -10.6 | 4.0 | -3.9 | 11.7 | -2.4 | 0.8
Cc1nn(CC(=O)NCCCc2ccccc2)c(=O)c2cc3occc3n12 | -5.6 | 2.3 | 102.7 | 2.4 | 2.9 | -9.6 | 5.6 | -3.2 | -6.8 | 1.3 | -0.8
COc1ccc(NC(=O)CS(=O)c2cccc(Cl)c2)cc1 (centres undefined) | -8.1 | -9.0 | 108.9 | 1.4 | 0.7 | -5.3 | 9.8 | 3.7 | 15.0 | -2.9 | 0.8
O=C(c1ccoc1)N1CCCC(N2CCN(c3ccc(F)cc3)CC2)C1 (centres undefined) | 15.7 | 2.4 | 108.6 | 2.3 | 0.6 | -9.3 | -11.1 | -6.3 | 3.9 | -1.2 | 2.0
N/C(=N\OC(=O)Cc1ccc(Cl)cc1)c1cccnc1 | 5.0 | 13.8 | 97.9 | x | 0.5 | 2.1 | -1.7 | -2.4 | 6.1 | -1.1 | -2.7
O=C(NC(N1CCOCC1)C(Cl)(Cl)Cl)c1cc([N+](=O)[O-])cc([N+](=O)[O-])c1 (centres undefined) | -8.1 | -7.2 | 101.2 | 5.1 | 3.7 | -2.8 | -13.2 | -13.3 | -26.1 | 5.2 | 0.7
CCOC(=O)N1CCC(N(CCN(C)C)C(=S)Nc2cc(C)ccc2C)CC1 | -4.1 | -17.6 | 102.3 | 2.7 | 3.7 | -2.5 | 0.9 | 0.4 | 6.2 | -1.2 | -0.2
C[C@@]12CCC3[C@@](CCC4[C@@]3(C)CCC[C@@]4(C)C(=O)O)(CC1=O)C2 (some centres undefined) | -2.5 | 309.6 | 102.7 | 2.0 | 3.2 | 0.7 | x | 2.6 | -7.0 | 1.3 | 0.6
CCC(C)Oc1cccc(C(=O)Nc2ccccc2N2CCOCC2)c1 (centres undefined) | 2.4 | -12.2 | x | -0.5 | 2.4 | 2.8 | x | -6.4 | -21.2 | 3.6 | 1.0
CCCN(C(=O)c1ccco1)c1nnc(-c2ccccc2C)s1 | 5.9 | 15.4 | 90.4 | 7.4 | -0.7 | -2.5 | -26.0 | 3.9 | -43.7 | 7.0 | -1.3
COc1ccccc1CNS(=O)(=O)c1ccc(Cl)s1 | -0.9 | 19.7 | 105.6 | 1.2 | 2.0 | 7.8 | -18.5 | 17.6 | -10.3 | 1.9 | 1.6
O=C(O)C1CC=CCC1C(=O)N1CCN(c2nc(-c3ccccc3Cl)c3cc(Br)ccc3n2)CC1 (centres undefined) | -2.0 | -20.7 | 106.6 | 4.3 | -0.2 | -5.6 | 39.8 | -18.2 | -43.2 | 9.9 | 1.2
Cc1nc2ccccc2n1CC(=O)NN | 1.4 | -3.8 | 104.8 | 4.7 | 2.8 | -4.2 | -0.6 | 1.4 | x | x | -0.3
O=C(c1cccc(S(=O)(=O)Nc2ccccc2Cl)c1)N1CCN(c2ccccc2O)CC1 | -5.2 | -19.0 | 100.9 | 1.6 | -0.6 | -12.3 | -0.1 | -8.8 | 7.4 | -1.8 | -0.9

Taken from above.
`O=C(O)C1CC=CCC1C(=O)N1CCN(c2nc(-c3ccccc3Cl)c3cc(Br)ccc3n2)CC1` (centres undefined) | Tat transport: -2.0
`CC(=O)Cn1cnc2sc(-c3ccccc3)cc2c1=O` | MOR-DOR inv ag: 18.4
`N/C(=N\OC(=O)Cc1ccc(Cl)cc1)c1cccnc1` | Pemphigus Ab inh: 97.9
